# Screens as filed in PubChem.
# N370S GC: inhibits or activates N370S mutant glucocerebrosidase. P04062. N370S GC spleen homogenate, 4MU-glucoside fluorescence. 0.092% of 330,000 active. Potency, µM (titrated, usually from 59.4 µM), for the others: at the top dose activity change, negative = inhibition, actives largely listed as inhibitors;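 further: 0% = full enzyme activity and -100% = no enzyme basal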
# TDP1 cell CPT: DT40-hTDP1 cell growth loss with CPT. Potency, µM (top dose mostly 46.2 µM), inactives show at the highest dose activity change, negative = growth inhibition, actives largely listed as inhibitors. chicken DT40 Tdp1-/-;hTDP1 cells + 20 nM CPT, ATP luminescence, 48 h. AID 686979. 12% of 420,000 active; further: nearly all actives have a fitted effect of over 55% in size
#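 Cell growth measured by CellTiter-Glo luminescence after a minimum 48 h, 37 C compound exposure with 20 nM CPT in Tdp1-knockout DT40 cells stably expressing hTDP1, seeded 400/well; qHTS titration format.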
# FEN1 inh: human FEN1 inhibition | Recombinant FEN1 flap cleavage, fluorescence, 15 min | Potency, µM (series often up to 114 µM), for inactives: top-dose activity change, negative = inhibition, actives largely listed as inhibitors | 0.35% of 390,000 active | P39748; further: nearly all actives have a fitted effect of over 65% in size
# Target sequence (P39748 whole entry, looked up): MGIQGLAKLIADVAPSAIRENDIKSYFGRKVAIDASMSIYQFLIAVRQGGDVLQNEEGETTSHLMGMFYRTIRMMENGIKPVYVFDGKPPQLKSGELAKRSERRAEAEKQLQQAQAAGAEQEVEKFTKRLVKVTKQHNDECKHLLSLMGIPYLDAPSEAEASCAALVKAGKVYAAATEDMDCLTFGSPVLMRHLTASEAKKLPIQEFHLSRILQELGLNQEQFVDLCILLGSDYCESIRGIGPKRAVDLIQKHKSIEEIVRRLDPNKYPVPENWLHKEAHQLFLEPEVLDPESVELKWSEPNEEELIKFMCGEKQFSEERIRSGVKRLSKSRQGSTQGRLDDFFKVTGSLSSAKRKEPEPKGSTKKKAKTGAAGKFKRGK
#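 Recombinant FEN1 (10 nM) was preincubated with pin-transferred compounds for 15 min at room temperature, then flap DNA substrate (50 nM final) was added. Plates were read at 0 and 15 min, and normalized concentration–response data were fitted to a four-parameter Hill equation.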
# Numbers without * were called inactive; ? = inconclusive; . = no result given; & = joins results of further samples. The call rests on the fitted dose curve; in most records, active means well fitted curve in the direction sought with a large enough effect; inconclusive means small, poorly fitted or top-dose-only effect, or another doubt; inactive means no such curve, though single readings can be large; an effect the other way counts as inactive or inconclusive. Unless noted, on the % scale 0 is the no-effect control and ±100 the full control effect; potency means the concentration at half of the fitted maximal effect. An excerpt, so the mix of outcomes need not match the whole.
# Order of values: N370S GC, TDP1 cell CPT, FEN1 inh
O=c1c2ccccc2oc2ccc(Oc3ccccc3)cc12
  ?, ?, 10%&-20%
COc1cc(CN2CCN(c3cccc(C)c3C)CC2)cc(OC)c1O
  -3%, ?, -17%
Cc1ccc(S(=O)(=O)N2CCCC2CNC(=O)c2ccccc2)cc1 (configuration not stated)
  -6%, ?, -3%
COc1cccc(CN2CCN(C(=O)CC(C)C)CC2)c1
  -7%, -25%, 3%
CN(C1(C)CCS(=O)(=O)C1)S(=O)(=O)c1ccc(F)cc1 (configuration not stated)
  -3%, -3%, -14%
O=C(O)c1ccc(Br)c(S(=O)(=O)N2CCCC2)c1
  2%, -4%, -1%
CCOc1cc(C2C(C(=O)N3CCCCC3)=C(C)NC3=C2C(=O)CC(C)(C)C3)ccc1O (configuration not stated)
  3%, 5%, -16%
Cc1ccc(SCC(=O)NCCSCc2ccccc2)cc1
  6%, -29%, 1%
CN(C(=O)CN1C(=O)/C(=C/c2ccc(F)cc2)SC1=S)C1CCS(=O)(=O)C1 (configuration not stated)
  -3%, ?, 15%
COc1ccc(COc2ccccc2C(N)=O)cc1F
  -23%, 7%, -5%
Cc1cc(C)c2c(-n3cccc3)nn(CC#N)c2n1
  -4%, -5%, -18%
O=C(Nc1ccc(N2CCOCC2)cc1)c1ccc(COc2ccccc2)cc1
  0%, -5%, 16%
COCCNC(=O)c1ccccc1NC(=O)c1nsc2ccccc12
  ., ?, -15%
COc1ccc(NC(=O)CN(Cc2ccccc2)S(=O)(=O)c2ccc(C)cc2)cc1Cl
  ., 18µM*, -3%
CCC(C)(C)C1CCc2[nH]nc(C(=O)NN)c2C1 (configuration not stated)
  16%, -22%, 0%
Cc1ccc(C)c(COC(=O)c2cccc(S(=O)(=O)N3CCCC3)c2)c1
  10%, -65%, -7%
COc1cccc(NC(=O)Cn2cc(C(=O)c3ccc(C)cc3)c(=O)c3cc(OC)ccc32)c1
  2%, ?, 79µM*
O=C(c1ccc([N+](=O)[O-])cc1)N1CCN(C(=O)c2ccco2)CC1
  6%, -4%, 0%
CCNC(=O)CCS(=O)(=O)c1ccc2ccccc2c1
  13%, -13%, -4%
N#Cc1c2n(c(=S)n(-c3ccc(OC(F)F)cc3)c1=O)CCCCC2
  0%, -7%, 3%
CCCc1nc2ccccc2c(C(=O)OCC(=O)NCc2ccco2)c1CC
  -5%, -27%, -17%
Cn1c(SCC2CCCO2)nnc1-c1cccc([N+](=O)[O-])c1 (configuration not stated)
  0%, -15%, -3%
Cc1ccc2nc(SCc3nc(-c4ccccc4C)no3)[nH]c2c1
  ., 18µM*, -21%
O=C(CNC(=O)c1ccc(Cl)cc1)NNC(=O)c1ccc(Br)cc1
  ., 7%, 0%
CCCNC1(C(N)=O)CCN(Cc2ccccc2)CC1
  ., 8%, 12%
COc1ccc(CN(C)C(=O)C(CCSC)NS(=O)(=O)c2ccc3c(c2)OCCO3)c(OC)c1OC (configuration not stated)
  ., ?, -3%
CCOC(=O)N1CCC(NS(=O)(=O)c2cc3c(cc2Cl)NC(=O)CO3)CC1
  0%, 18µM*, -6%
Cc1noc(C)c1C(=O)N1CCCC(N2CCN(c3cccc(C(F)(F)F)c3)CC2)C1 (configuration not stated)
  0%, -17%, -1%
CCC(=O)c1ccc(OCC(=O)Nc2nn3cnnc3s2)cc1
  -7%, -20%, -5%
CN(C)S(=O)(=O)c1cccc(NC(=O)COC(=O)COc2ccc(Br)cc2)c1
  -5%, ?, ?
COc1cc(/C=C/c2nc3ccccc3s2)cc(OC)c1O
  -10%, -1%, ?
COC(=O)c1ccc(NC(=O)CN2C(=O)CCC2=O)cc1
  -3%, -8%, 11%
Cc1ccc(C(=O)COC(=O)C(C)N2C(=O)C3C4C=CC(C4)C3C2=O)cc1 (configuration not stated)
  1%, 3%, -3%
CCCCCCC(=O)Nc1nc(C)c(-c2csc(Nc3cc(Cl)ccc3C)n2)s1
  -8%, -26%, 4%
COc1ccc(OC)c(NC(=O)COc2coc(CN3CCCc4ccccc43)cc2=O)c1
  -12%, ?, 8%
O=C(O)c1ccccc1C(=O)OCCCc1ccncc1
  -10%, -2%, -9%
O=C(NCC1CCCO1)/C(=C\c1ccco1)NC(=O)c1ccc(Cl)cc1 (configuration not stated)
  25%, -15%, -16%
CCOC(=O)c1c(-n2c(C)cc(C=O)c2C)sc2c1CCCC2
  12%, 16µM*, -9%
CCCCOc1ccc(C(=O)NCC(=O)NC2CCC(C)CC2)cc1 (configuration not stated)
  2%, 3%, 2%
CCOC(=O)C1(Cc2ccc(OC)cc2)CCN(C(=O)c2cc3ccccc3[nH]2)CC1
  9%, 8%, -15%
Cc1ccc(-n2ncc3c(=O)[nH]c(SC(C)C)nc32)cc1
  3%, -6%, -1%
COc1ccc(CC(=O)NNC(=O)c2c(-c3ccccc3Cl)noc2C)cc1OC
  6%, 11%, 3%
C[C@@H]1CN(S(=O)C(C)(C)C)[C@@H](CCO)/C1=C\CCO (some centres not stated)
  ., 27%, -7%
Cc1ccc(NC(=O)COC(=O)/C=C/c2ccco2)cc1S(=O)(=O)N(C)C
  7%, -2%, 13%
O=C(OCC(=O)N1CCOCC1)c1ccccc1OCc1ccccc1Cl
  ., ?, -103%

# Results in FEN1 inh, for three of the compounds above:
structure	FEN1 inh
O=C(O)c1ccccc1C(=O)OCCCc1ccncc1	-9%
CCCCOc1ccc(C(=O)NCC(=O)NC2CCC(C)CC2)cc1 (configuration not stated)	2%
CCOC(=O)C1(Cc2ccc(OC)cc2)CCN(C(=O)c2cc3ccccc3[nH]2)CC1	-15%

# Further entries.
# Order of values: N370S GC, TDP1 cell CPT, FEN1 inh
COC(=O)C1(Cc2ccccc2)NC(c2ccc(F)cc2)C2C(=O)N(C)C(=O)C21 (configuration not stated)
  17%, -15%, -3%
Cc1cccc2nc(C(F)(F)F)nc(=O)n12
  -22%, -3%, 1%
CN1CCc2c(sc3c2c(=O)n(-c2ccc(Cl)cc2)c2nncn32)C1
  19%, ?, -3%
CC(C)C[C@H]1CN=C(Nc2ccccc2)N1CC1CCCC1
  -15%, ?, -12%
COc1ccc(-c2nc3cnc(N4CCOCC4)nc3n(-c3ccc(OC)cc3)c2=O)cc1
  13%, ?, .
CCOC(=O)NC(C(F)(F)F)(C(F)(F)F)P(=O)(c1ccccc1)c1ccccc1
  -5%, ?, -3%
COc1ccc2nc(NC(=O)CSc3nc4cccnc4n3C)sc2c1
  3%, ?, -1%
C[C@H](CO)N1C[C@H](C)[C@@H](CN(C)C(=O)Nc2ccc3c(c2)OCO3)Oc2ccc(NC(=O)CCN3CCOCC3)cc2C1=O
  ., 4%, 12%
CC(=O)c1ccc(Cc2ccccc2)cc1
  0%, 10%, -10%
COc1ccc(C(=O)Oc2c(CN3CCOCC3)cc(Cl)c3cccnc23)cc1
  8%, 8.2µM*, -3%
O=C(NNS(=O)(=O)c1ccccc1[N+](=O)[O-])c1cccc([N+](=O)[O-])c1
  11%, 2%, 5%
CCO[C@@H]1OC(C(=O)N2CCN(C)CC2)=C[C@H](C(C)(C)C)[C@H]1CCCO
  -5%, -8%, 16%
CC1CCCC(NC(=O)c2ccncc2)C1C (configuration not stated)
  -3%, -29%, -11%
O=C(Cc1ccccc1[N+](=O)[O-])Nc1cccc(S(=O)(=O)NC2=NCCCCC2)c1
  2%, -5%, -5%
COc1ccc(S(=O)(=O)N(C)CC(=O)Nc2ccc3c(c2)OCCO3)cc1OC
  3%, -18%, -14%
CCc1nc(N2CCN(C(=O)c3ccco3)CC2)c2c3c(sc2n1)CCCC3
  11%, ?, -6%
CCOC(=O)c1sc(N2C(=O)c3oc4ccc(F)cc4c(=O)c3C2c2ccc(C)cc2)nc1C (configuration not stated)
  ., 4%, -3%
Cc1ccc(O)c(-c2cc(C(F)(F)C(F)F)[nH]n2)c1
  20%, ?, -8%
COc1cccc(CN2CC(C(=O)N3CCOCC3)CCC2=O)c1 (configuration not stated)
  -8%, -2%, 12%
COc1ccc(C(=O)Nc2c(N)nc(SCC(=O)Nc3ccc(NC(C)=O)cc3)[nH]c2=O)cc1
  5%, -5%, -3%
CC1(C)NC(=O)N(CC(O)CN(c2ccccc2)S(=O)(=O)c2ccccc2[N+](=O)[O-])C1=O (configuration not stated)
  ?, 9%, -1%
O=C(Nc1ccc(F)c(Cl)c1)c1ccc2c(Cl)c3c(nc2c1)CCCC3
  ., -10%, 14%
CCCCNc1c(-c2ccc(-c3ccc(OC)cc3)c(OC)c2)nc2ccccn12
  ., 18µM*, -4%
CCOC(=O)CC1C(=O)NCCN1S(=O)(=O)c1ccc(F)cc1 (configuration not stated)
  -4%, 14%, -10%
CN(C)S(=O)(=O)c1ccc(C(=O)N(c2ccccn2)c2ccccn2)cc1
  6%, -14%, -5%
O=C(NCCc1ccccc1)C(=O)NCC1OCCN1S(=O)(=O)c1ccccc1 (configuration not stated)
  -2%, 5%, 0%
Cc1cc2nnc(SCC(=O)N3C(C)CCCC3C)n2c(N)n1 (configuration not stated)
  2%, -10%, -2%
CN(CC(=O)Nc1ccc(F)cc1)C(=O)COC(=O)CNC(=O)c1sc2ccccc2c1Cl
  -6%, 1%, -10%
CCOc1ccc(=O)n(-c2ccccc2)n1
  10%, 3%, -10%
O=C(COC(=O)c1ccc2c(c1)OCO2)Nc1ccccc1F
  ., -13%, 24%
Cc1cc(C)c(/C=C/c2onc(C)c2S(=O)(=O)N2CCC(C(=O)Nc3cccc(C)c3C)CC2)c(C)c1
  ., 5.2µM*, 4%
Fc1cccc(NC(=S)NCc2ccc(Cl)cc2)c1
  2%, ?, -13%
Cc1ccc(C2=NC3(CCCC3)N=C2SCC(=O)Nc2ccc3c(c2)OCCO3)cc1
  12%, ?, 0%
O=C(COc1ccc(Cl)cc1)OCC(=O)N1CCCC1
  2%, -11%, 2%
CCOc1ccc(NC(=S)NN2CCN(C)CC2)cc1
  1%, -5%, 0%
CCN1CCN(c2cc(C)c3cc(NC(=O)c4ccc(C)c(C)c4)ccc3n2)CC1
  ?, ?, 3%
COc1cccc(C(=O)Nc2nnc(-c3ccc(F)cc3)o2)c1
  -1%, 10µM*, -6%
CCCn1nc(Oc2nc(NCC)nc(NC(C)C)n2)ccc1=O
  -16%, ?, 3%
CN1CCN(S(=O)(=O)c2ccc(N3CCN(C(=O)c4ccccc4)CC3)nc2)CC1
  -3%, -5%, -9%
CCCN1CCN(CCCNC(=O)c2cc3c(=O)oc4ccc(C)cc4c3s2)CC1
  -1%, 13%, 6%
O=C(NNS(=O)(=O)c1ccc(Br)cc1)c1csnn1
  -6%, 0%, 5%
Cc1ccc(/C=C(\C#N)C(=O)Nc2cccc(Cl)c2)o1
  ., 1.3µM*, 8%
COC(=O)c1ccc(COc2ccc(C(=O)c3ccccc3)cc2)o1
  4%, ?, -6%
N#C/C(=C(/O)COC(=O)COc1cccc(Br)c1)c1nc2ccccc2[nH]1
  -1%, ?, -6%
O=C(NC1CCCC1)C1CCC(=O)N1CCc1ccccc1 (configuration not stated)
  6%, 5%, -3%

# Given tab-delimited: part of the list above
SMILES	N370S GC	TDP1 cell CPT	FEN1 inh
COc1cccc(C(=O)Nc2nnc(-c3ccc(F)cc3)o2)c1	-1%	10µM*	-6%
CCCn1nc(Oc2nc(NCC)nc(NC(C)C)n2)ccc1=O	-16%	?	3%

# The list goes on:
# Order of values: N370S GC, TDP1 cell CPT, FEN1 inh
Cn1cc([N+](=O)[O-])c(C(=O)Nc2ccc(C3CCCCC3)cc2)n1
  3%, ?, -7%
Cc1ccc(-c2nc(CS(=O)CC(=O)N3CCN(c4ccc(Cl)cc4)CC3)c(C)o2)cc1 (configuration not stated)
  ., 16µM*, -2%
CCCN1C2CCCC1CC(NC(=S)Nc1cccc(C)c1C)C2 (configuration not stated)
  -6%, -18%, -7%
CNC(=O)c1ccc(NC(=O)Cc2ccc(S(=O)(=O)N3CCOCC3)s2)cc1
  -1%, -2%, -3%
CNS(=O)(=O)c1cn(CC(=O)N2CCN(c3cccc(Cl)c3)CC2)cc1S(=O)(=O)NC
  ., ?, -6%
COc1cc(NC(=O)Cn2nc(C(F)(F)F)c3c2CCCC3)cc(OC)c1OC
  -1%, 23µM*, -2%&-1%
COc1ccc(NC(=O)Cn2c(=O)n(Cc3ccco3)c(=O)c3ccccc32)cc1
  5%, -20%, -6%
COc1ccccc1N1CCN(S(=O)(=O)c2ccc3c(c2)NC(=O)C(C)C(=O)N3)CC1 (configuration not stated)
  -27%, ?, 13%
C=CCn1c(=O)c2ccccc2n2c(SCC(=O)Nc3sc(C(=O)N(CC)CC)c(C)c3C(=O)OCC)nnc12
  11%, 23µM*, 1%
O=C(CCSCc1ccccc1Cl)NCc1cccs1
  -21%, 1%, -6%
CC(C)(C)c1ccc(C(=O)N2CCN(c3nc4ccccc4o3)CC2)cc1
  -2%, 9.2µM*, -15%
Cc1c(Cl)c([N+](=O)[O-])nn1CCCC(=O)Nc1cccc(Cl)c1
  8%, ?, 16%
